TSG101-PTAP inh: blocks PTAP/TSG101 interaction to inhibit HIV-1 budding | Q99816 | Fluorescence polarization, FITC-PTAP peptide / Tsg101 binding | Potency, µM (doses to about 115 µM), for the others: at the highest dose activity change, negative = inhibition, most hits filed as inhibitors | 340,000 tested, under 10 active | AID 493005; active = well fitted inhibition curve with a large enough effect in the main read-out, with a control signal flat, not every such curve was filed as active; inconclusive = small, poorly fitted or top-dose-only effect, or effect the other way, or a change in a side signal; inactive = no such curve, though single readings can be large or run the other way; also: potency is read from the fitted curve at half-maximal effect; % of control where 0% means no effect
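Fluorescence polarization binding of Tsg101 binding domain (10 uM final) to FITC-labeled PTAP peptide (50 nM final) in HEPES pH 7.5 buffer with NaCl, Tween 20, EDTA, TCEP. Compounds added before peptide; binding 20 min at RT.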
Chronic BCR inh: chronic active BCR signaling inhibition. 340,000 compounds, 0.05% hits. ABC-DLBCL IkBa-CBG/CBR reporter, luminescence ratio, 4 h. AID 493014. Potency, µM (top dose mostly 46.1 µM), for inactives: at the top dose ratio change, negative = lower green/red ratio, most hits filed as inhibitors; active = well fitted inhibition curve with a large enough effect in the signal ratio, with a control signal flat, not every such curve was filed as active; inconclusive = small, poorly fitted or top-dose-only effect, or effect the other way, or a change in a side signal; the % refers to the signal ratio;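 also: potency is read from the fitted curve at half-maximal effect; plate controls were basal doxycycline-induced cells for no effect and cells given 10 µM MG132 for full effect; MG132 reads +100%, hits lower the ratio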
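Concentration-response series (up to 46 uM) were applied to TMD8 dual-reporter cells for 4 h at 37C with doxycycline. Green/red ratio, after filter-overlap correction, defined %Activity; red signal alone was normalised to basal cells and zero luminescence.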
B2AR arrestin: agonists driving beta-arrestin recruitment to human beta2-adrenergic receptor | P07550 | beta-arrestin recruitment to beta2AR, cell-based reporter | Potency, µM (highest dose often 46.1 µM), without a hit: top-dose activation, most hits filed as activators | 330,000 compounds, 0.02% hits | AID 492947;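 also: potency is read from the fitted curve at half-maximal effect; 0% = DMSO controls and full agonism = EC100 isoproterenol or metaproterenol; nearly all actives have a fitted effect of over 65% in size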
TSHR antagonist: antagonists of human thyroid stimulating hormone receptor; 330,000 compounds, 0.2% hits; TSHR-expressing cells, TSH-stimulated cAMP HTRF, 2 h; hits give low values; P16473; AID 504810; activity change, negative = inhibition, % at 11.5 µM;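 active = activity change below a set negative limit, meaning inhibition stronger than a set level, cut at about -70% in these data; inconclusive = activity change between two set negative limits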; also: % is scaled to controls: 0 for no effect and ±100 for the full control effect
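TSHR-expressing cells, 200/well, pre-treated with compound, then stimulated with EC80 TSH (4nM final) for 2 hours at 37 deg C. cAMP measured by competitive HTRF: anti-cAMP cryptate antibody in lysis buffer plus cAMP-d2, read after 30 minutes at room temperature.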
Tb PFK inh: inhibitors of T. brucei phosphofructokinase | O15648 | Potency, µM (highest dose often 57.5 µM), inactives show at the highest dose activity, negative = inhibition, usual class: inhibitors | 330,000 compounds, 0.17% hits | T. brucei PFK, ADP-Glo luminescence | AID 485367;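 also: potency is read from the fitted curve at half-maximal effect; 0% = uninhibited 1x PFK enzyme wells and -100% = no-enzyme wells; nearly all actives have a fitted effect of over 60% in size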
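ADP-Glo luminescence quantified ADP after 45 min at room temperature, with 1.25 nM T. brucei PFK, 0.1 mM ATP and 0.5 mM fructose-6-phosphate in pH 8.0 TEA buffer. qHTS titrations up to 57 µM; curves classified by quality.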
Eya2 inh: Eya2 (human) phosphatase inhibition | O00167 | recombinant Eya2, OMFP fluorescence dephosphorylation (OMFP is methylfluorescein phosphate) | Potency, µM (top dose mostly 76.9 µM), for inactives: at the top dose activity, negative = inhibition, usual class: inhibitors | 330,000 compounds, 0.006% hits; also: potency is read from the fitted curve at half-maximal effect; % is scaled to controls: 0 for no effect and ±100 for the full control effect
Target sequence (O00167 whole entry, looked up): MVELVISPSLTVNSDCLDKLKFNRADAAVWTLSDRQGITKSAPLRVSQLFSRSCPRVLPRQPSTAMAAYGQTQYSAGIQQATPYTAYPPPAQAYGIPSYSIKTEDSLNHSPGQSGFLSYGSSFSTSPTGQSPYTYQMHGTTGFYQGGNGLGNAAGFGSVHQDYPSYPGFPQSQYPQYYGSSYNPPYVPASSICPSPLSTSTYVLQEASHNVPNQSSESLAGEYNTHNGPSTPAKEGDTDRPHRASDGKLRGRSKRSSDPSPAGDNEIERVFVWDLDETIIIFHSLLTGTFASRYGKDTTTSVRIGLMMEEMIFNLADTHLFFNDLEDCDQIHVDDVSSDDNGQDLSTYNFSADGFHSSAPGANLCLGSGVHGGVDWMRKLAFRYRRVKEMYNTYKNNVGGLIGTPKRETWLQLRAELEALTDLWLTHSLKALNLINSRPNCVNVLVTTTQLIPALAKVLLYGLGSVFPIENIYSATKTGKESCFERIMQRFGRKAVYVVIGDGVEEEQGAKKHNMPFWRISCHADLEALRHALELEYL
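Eya2 (0.2 uM) preincubated 10 min at ambient with compound, then OMFP substrate added at 50 uM; 10 min reaction in 50 mM HEPES pH 7.5, 50 mM NaCl, 5 uM MgCl2, 0.05% BSA, 1 mM DTT. Fluorescence read at Ex 485/Em 525 nm.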
Mito fusion act: inhibitors of mitochondrial division or activators of mitochondrial fusion | S. cerevisiae fusion-defective mutant growth rescue, CellTiterGlo 48 h | Potency, µM (highest dose often 46.1 µM), for inactives: top-dose growth rescue (activation), most hits filed as activators | 320,000 compounds, 0.23% hits | AID 485298;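 also: potency is read from the fitted curve at half-maximal effect; % of control where 0% means no effect; nearly all actives have a fitted effect of over 45% in size; temperature-sensitive fusion mutants such as fzo1-1 at 37 °C on non-fermentable ethanol glycerol medium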
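Growth-rescue viability read-out: after 48 h at the non-permissive 37C in glycerol/ethanol YPEG, yeast mitochondrial fusion mutants are measured by CellTiterGlo luminescence; compounds (23 nl pinned per well) restoring growth score as division inhibitors or fusion activators.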
ELG1 DNA repair: blocks ELG1-dependent DNA repair in HEK293T cells | HEK293T ELG1-luciferase reporter, luminescence, 16 h; DNA damage induced by 5-fluorouridine | Potency, µM (highest dose often 46.1 µM), for inactives: at the top dose activity change, negative = inhibition, actives largely listed as inhibitors | 330,000 compounds, 2.3% hits | AID 504467; also: potency is read from the fitted curve at half-maximal effect; % is scaled to controls: 0 for no effect and ±100 for the full control effect; nearly all actives have a fitted effect of over 55% in size
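Reporter activity after DNA damage by 5-fluorouridine is monitored. Compound-treated cells incubate 16 hr at 37 °C, then ONE-Glo is added for 30 min before luminescence reading.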
USP2a inh: USP2a (human) protease inhibition; 330,000 compounds, 0.01% hits; O75604; USP2 core, Ub-CHOP2 coupled fluorogenic reporter, 485/531; Potency, µM (top dose mostly 38.3 µM), for inactives: at the top dose activity change, negative = inhibition, most hits filed as inhibitors;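 also: potency is read from the fitted curve at half-maximal effect; plate controls were DMSO wells for no effect and full inhibition by NEM control for full effect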
Target sequence (O75604 whole entry, looked up): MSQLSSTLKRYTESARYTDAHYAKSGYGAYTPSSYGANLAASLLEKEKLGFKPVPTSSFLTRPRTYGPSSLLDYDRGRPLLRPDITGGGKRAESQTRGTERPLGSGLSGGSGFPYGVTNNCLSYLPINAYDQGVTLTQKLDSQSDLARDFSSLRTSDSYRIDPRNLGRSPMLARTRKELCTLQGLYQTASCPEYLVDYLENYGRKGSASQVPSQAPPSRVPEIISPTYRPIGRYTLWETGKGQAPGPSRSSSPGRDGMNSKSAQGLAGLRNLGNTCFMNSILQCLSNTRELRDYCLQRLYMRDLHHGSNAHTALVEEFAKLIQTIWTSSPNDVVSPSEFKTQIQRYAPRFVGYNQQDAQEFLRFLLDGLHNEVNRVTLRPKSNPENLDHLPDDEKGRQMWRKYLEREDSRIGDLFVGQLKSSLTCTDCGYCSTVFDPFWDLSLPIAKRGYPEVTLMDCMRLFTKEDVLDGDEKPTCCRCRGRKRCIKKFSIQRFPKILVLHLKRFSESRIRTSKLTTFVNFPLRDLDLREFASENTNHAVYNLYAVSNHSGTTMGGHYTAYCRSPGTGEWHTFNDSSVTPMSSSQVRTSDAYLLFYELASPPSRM
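USP2 core (10nM final) preincubated 30min RT with compound in 20mM Tris-HCl pH 8.0, 2mM CaCl2, 2mM beta-mercaptoethanol, 0.05% CHAPS; 25nM Ub-CHOP2 plus 25nM reporter substrate added, fluorescence (Ex485/Em531) read after 60min.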
uPA surface inh: inhibitors of cell surface uPA generation. Potency, µM (highest dose often 38.3 µM), inactives show top-dose activity change, negative = inhibition, most hits filed as inhibitors. cell surface uPA generation assay, qHTS. 330,000 compounds, 0.31% hits; active = well fitted inhibition curve with a large enough effect; inconclusive = small, poorly fitted or top-dose-only effect; inactive = no such curve, though single readings can be large or run the other way; tested in mouse RAW 264.7 cells; also: potency is read from the fitted curve at half-maximal effect; % is scaled to controls: 0 for no effect and ±100 for the full control effect; nearly all actives have a fitted effect of over 55% in size
TCR act: activates T cell receptor signaling; Potency, µM (top dose mostly 9.22 µM), for the others: at the top dose activation of IL-2 secretion, most hits filed as activators; primary human leukocytes, anti-CD3, IL-2 HTRF, 48 h; 330,000 tested, under 10 active; AID 504894; also: % of control where 0% means no effect
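Compounds are tested in HTS on primary human leukocytes co-incubated with a-CD3 beads for 48 hr. IL-2 output is measured by time-resolved FRET.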
* hit, by the source's call; ? = inconclusive; . = no result given; [ ] = another dose, or the depositor's remark. Unless noted, calls follow the shape of the dose curve; as a rule, active = well fitted curve in the direction sought with a large enough effect; inconclusive = small, poorly fitted or top-dose-only effect, or another doubt; inactive = no such curve, though single readings can be large; an effect the other way counts as inactive or inconclusive.

SMILES	TSG101-PTAP inh	Chronic BCR inh	B2AR arrestin	TSHR antagonist	Tb PFK inh	Eya2 inh	Mito fusion act	ELG1 DNA repair	USP2a inh	uPA surface inh	TCR act
O=C(NCc1ccc(Cl)cc1)c1cccc(NC2=NC3CS(=O)(=O)CC3S2)c1 (configuration not stated)	-5%	-26%	-0.1%	-9	-10%	0%	2%	-2%	1%	?	-5%
CCOC(=O)c1oc2ccccc2c1CN1CCOCC1	-1%	2%	-1.7%	41	4%	5%	1%	-1%	-1%	2%	-2%
COc1ccccc1NC(=O)Cc1cccs1	0%	-16%	0.0%	.	-6%	-15%	2%	1%	3%	-11%	2%
O=C(C1=C(O)C(=O)N(CCN2CCOCC2)C1c1cccc(Br)c1)c1cccs1 (configuration not stated)	-7%	2%	0.4%	10	0%	-7%	-38%[inhibitor]	-10%	1%	3%	4%
O=c1c(Cc2ccccc2)c(O)ccn1C1CCCCCCC1	-9%	4%	-0.2%	-11	-4%	3%	?	0%	0%	-4%	2%
COc1ccc(C(=O)C2CCCN(S(=O)(=O)c3cccnc3)C2)c(C)c1 (configuration not stated)	-1%	-1%	-0.2%	-17	1%	-2%	8%	?	2%	1%	3%
CN(CC(=O)NCc1ccco1)S(=O)(=O)c1ccc2c(c1)n(C)c(=O)c(=O)n2C	-2%	?	-0.3%	12	5%	-1%	-3%	-4%	0%	.	5%
COc1ccc(CCNC(=O)C2CCN(C(=O)c3ccc(F)cc3)CC2)cc1OC	-10%	0%	0.2%	-6	2%	6%	-3%	17%	0%	-5%	-4%
CC(=O)c1c(C)[nH]c(C(=O)Nc2ccc3c(c2)OCCO3)c1C	-9%	?	0.0%	10	-1%	-8%	8%	?	2%	-7%	-4%
CCN(CC)CCN1C2=C(C(=O)CC(C)(C)C2)C(c2cccc(F)c2)C2=C1CC(C)(C)CC2=O	1%	4%	0.2%	6	0%	0%	-6%	5%	3%	2%	-1%
CC(c1ccccn1)N(CCN(C)C)C(=S)Nc1cccc(F)c1 (configuration not stated)	-3%	0%	-0.2%	9	-8%	3%	-2%	0%	0%	.	-8%
COc1cccc(C(=O)C2CCCN(Cc3cn(CC(N)=O)c4ccccc34)C2)c1 (configuration not stated)	-2%	-29%	-0.2%	22	-6%	0%	-3%	8%	-3%	0%	-11%
O=C1N(Cc2cccnc2)C[C@@H]2C[C@@H](c3cccc(OC4CCCC4)c3)N3CCC[C@@]123	2%	5%	0.1%	5	-3%	7%	-8%	0%	0%	0%	1%
O=C(NC(=S)Nc1nc(-c2ccc(Cl)cc2)cs1)c1cccs1	-5%	10%	-0.3%	-4	1%	-27%	-1%	-17%	5%	2%	10%
COc1ccc(-c2nnn(CC(=O)N(CC(=O)NC3CCCC3)c3cccc(C)c3)n2)cc1OC	-13%	?	0.2%	3	3%	0%	1%	-9%	-2%	6%	.
C[n+]1ccccc1/C=C/c1ccccc1Cl	-3%	2%	0.1%	1	1%	-5%	3%	-11%	1%	3%	3%
Cn1c(CNc2ccccc2)cc(=O)n(C)c1=O	-6%	1%	-0.5%	33	0%	-12%	-4%	1%	-1%	.	0%
CCOC(=O)c1ccc(CN2Cc3ccccc3C2=O)cc1	-1%	1%	0.3%	-5	0%	-4%	-8%	-9%	-1%	14%	-1%
CCn1c(=O)c(C(=O)NNC(=O)c2ccccc2Cl)c(O)c2ccccc21	0%	?	0.1%	15	0%	-1%	-8%	11%	-3%	0%	4%
CCOc1ccc(S(=O)(=O)n2cc(F)c(=O)[nH]c2=O)cc1	0%	0%	-0.3%	-7	2%	15%	22%	16%	4%	-13%	-6%
CCS(=O)(=O)N1Cc2ccccc2CC1C(=O)NCCc1c[nH]c2ccccc12 (configuration not stated)	-4%	-2%	-0.9%	18	-1%	6%	1%	-11%	-2%	0%	-4%
c1ccc(-n2ncc3c2ncn2nnnc32)cc1	-7%	2%	3.5%	-5	4%	8%[15.4 µM]	0%	-3%	3%	2%	5%
CC[C@]12c3[nH]c4ccc(OC)cc4c3CCN1C(=O)C(CC(=O)NCCCN(C)C)C[C@@H]2C(=O)N1CCN(C(=O)C2CC2)CC1 (some centres not stated)	-3%	-4%	-0.3%	7	-3%	0%	.	18%	2%	2%	2%[46.1 µM]
COc1ccc(/C=C(/NC(=O)c2ccccc2)C(=O)NCc2ccncc2)cc1	-1%	-1%	0.0%	18	-9%	4%	-2%	?	5%	2%	-2%
Cc1ccc(S(=O)(=O)NNC(=O)Nc2ccc(C)c(C)c2)c(C)c1	-2%	3%	0.1%	8	1%	5%	-3%	9%	-2%	0%	-7%
CCCOc1ccc(C(=O)N(CC(C)C)c2c(N)n(Cc3ccccc3)c(=O)[nH]c2=O)cc1	0%	4%	0.2%	28	16%	15%	2%	2%	0%	2%	1%
Cc1nn(-c2ccccc2)c2sc(C(=O)OCC(=O)N3CCCCC3)cc12	-1%	-1%	-0.2%	-9	-2%	-4%	0%	5%	1%	10%	19%
COc1cc(C2CC(=O)Oc3ccc(C(C)(C)C)cc32)cc(OC)c1OC (configuration not stated)	-2%	-5%	-0.1%	2	3%	-8%	.	?	2%	2%	-1%[46.1 µM]
C[C@@H]1C=C(C(=O)N2CCN(Cc3ccc4c(c3)OCO4)CC2)O[C@H](OCCCCO)C1	-2%	?	2.8%	-1	-2%	-6%	2%	0%	1%	-10%	0%
CC(=O)N1CCc2cc(Br)cc(S(=O)(=O)CCC(=O)Nc3c(C)n(C)n(-c4ccccc4)c3=O)c21	0%	2%	0.0%	25	2%	-8%	-4%	1%	3%	1%	0%
COc1ccc2oc(C(=O)OCC(=O)N(C)c3ccccc3)c(C)c2c1	1%	9%	0.7%	9	-15%	-17%	10%	2%	1%	0%	-2%
O=C(NCc1ccco1)c1cnn2cccnc12	-1%	5%	-0.1%	6	-2%	4%	7%	1%	0%	-2%	-3%
Nn1c(SCC(=O)Nc2cc(S(=O)(=O)N3CCOCC3)ccc2Cl)nnc1-c1cccnc1	-2%	-4%	0.0%	-8	-2%	10%	-11%	-6%	-2%	-3%	.
Cc1c(C(=O)NCc2ccccc2Cl)oc2c1C(=O)CCC2	.	?	0.0%	10	0%	22%	-1%	13%	0%	.	.
Cc1ccc(C(=O)c2c(NC(=O)CSc3nnc(N)s3)sc3c2CCCC3)cc1	-3%	?	-0.2%	7	6%	-5%	25%	?	2%	1%	6%
COC1=C(Nc2ccc(C)cc2)C(=O)c2ccccc2C1=O	-2%	4%	6.6%	0	-1%	-1%	1%	?	0%	-4%	2%[46.1 µM]
Cc1ccc(NC(=O)COC(=O)CCNS(=O)(=O)c2ccc(C)c(C)c2)cc1	0%	0%	-1.0%	1	1%	1%	0%	2%	1%	4%	-5%[46.1 µM]
COCCNC(=O)C1CCC(Cn2c(=S)[nH]c3ccccc3c2=O)CC1 (configuration not stated)	0%	-2%	-0.3%	6	0%	-7%	-5%	-7%	0%	-1%	3%
O=C1NC(c2ccc(-c3ccccc3[N+](=O)[O-])o2)C(C(=O)c2ccc(F)cc2)C(O)(C(F)(F)F)N1 (configuration not stated)	-2%	?	15%	6	-4%	2%	-5%	-13%	0%	5%	2%[46.1 µM]
O=C(COC(=O)/C=C/c1ccc(F)cc1)Nc1ccccc1-c1ccccc1	-8%	6%	-0.8%	-3	-1%	-8%	2%	?	1%	-1%	0%[46.1 µM]
Cc1ccc(NC(=O)Nc2ccc3oc(C)nc3c2)cc1	1%	2%	0.5%	22	0%	-9%	3%	?	1%	-5%	6%
COCCNc1nnc(SCC(=O)N(C)c2c(N)n(Cc3ccccc3)c(=O)[nH]c2=O)s1	0%	3%	-0.1%	-2	0%	-21%	-7%	3%	2%	11%	4%
O=C1CCCN1CCCNS(=O)(=O)c1ccc(Br)s1	-7%	1%	-0.3%	-8	-2%	-12%	1%	-5%	-2%	-2%	4%
CCS(=O)(=O)N1Cc2ccccc2CC1C(=O)Nc1nc2ccc(F)cc2s1 (configuration not stated)	2%	?	-0.4%	-10	-3%	-3%	6%	?	-5%	0%	3%[46.1 µM]
Oc1c(Br)cc(C2N=C(c3ccccc3Cl)NO2)cc1Br (configuration not stated)	-9%	16%	-0.3%	4	0%	14%	2%	-3%	1%	6%	9%
